Source: PubChem (several laboratories)
NR1D1 modulator: Rev-erb alpha (human) modulation. Rev-erbα–FITC-DNA binding, fluorescence polarization, 90 min. activity, % at 10 µM. AID 1259318. actives 0.79% (n = 370,000). P20393;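 active = activity above about 14%, limit read from the data; passing the limit was not always enough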;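 also: 0% = DMSO wells with 35 nM protein and 100% = DMSO wells with 750 nM protein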
ARFGAP1 inhibitor: inhibitors of rat ARFGAP1 | Q62848 | Arfgap1-stimulated ARF1 GTP hydrolysis, GDP FP detection | inhibition, % at 16.5 µM | actives 0.26% (n = 360,000) | AID 651572;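 active = inhibition above a per-plate limit, mean inhibition of low control wells plus 3 SD, cut at about 25% in these data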;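 also: 0% = DMSO wells with enzyme and 100% = wells lacking Arfgap1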
Target sequence (Q62848 1-136 limits assumed): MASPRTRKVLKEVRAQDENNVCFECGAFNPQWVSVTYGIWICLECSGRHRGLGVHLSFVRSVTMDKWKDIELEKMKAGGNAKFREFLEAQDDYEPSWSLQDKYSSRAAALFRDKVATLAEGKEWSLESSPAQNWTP
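Material – truncated rat Arfgap1 GAP domain · Buffer or medium – HEPES-based buffer, pH 7.5 · Reagent – human ARF1(Δ1-17)-GTP substrate · Dosing – 16.5 µM single point, 1.26% DMSO · Schedule – GTP hydrolysis reaction 2 h at 25 °C · Technique – GDP detection by fluorescence polarization · Benchmarks – No-Arfgap1 wells (100%) versus DMSO full-reaction wells (0%) · Repeats – single replicate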
PLC-gamma1 inh: inhibitors of human phospholipase C gamma1; P19174; actives 0.84% (n = 370,000); inhibition, % at 12.2 µM; purified PLC-gamma1, fluorogenic substrate, fluorescence; in the data active = inhibition above about 9.5%
Tn7 DDE FP: disrupts Tn7 cyclic peptide binding to fibrin D-Dimer-E complex | FP displacement of FITC-Tn7 peptide from fibrin DD(E); 0% = median of compound wells per plate | inhibition, % at 8.3 µM | actives 0.13% (n = 370,000);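 active = inhibition above the mean of compounds falling within the control limits plus 3 SD of them, cut at about 14% in these data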;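 also: 0% = plate median of compound wells and 100% = 10 µM Aha-Tn7 peptide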
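Assay system: human fibrin DD(E) protein / Input: 2 µM fibrin DD(E) / Benchmarks: high control of 10 µM Aha-Tn7 peptide / Measured by: fluorescence polarization of the labelled Tn7 tracer / Medium: Tris buffer with calcium and detergent, pH 7.8 / Timing: 10 min compound pre-incubation, 3 h probe incubation at room temperature / Repeats: one replicate per compound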
PLC-beta3 inh: blocks human PLC-beta3 enzyme activity. Q01970. Purified PLC-beta3, fluorogenic substrate, fluorescence. inhibition, % at 12.2 µM. actives 0.18% (n = 370,000). AID 720704; in the data active = inhibition above about 11%;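 also: 0% = median of compound wells on plate and 100% = full blocker control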
proKLK7 act: activates the human kallikrein-7 zymogen; activation, % at 7 µM; actives 0.9% (n = 370,000); purified proKLK7, EDANS-DABCYL substrate fluorescence; 100% is mature enzyme control, 0% vehicle;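 active = activation above the mean of all tested compounds plus 3 SD, computed per campaign excluding outliers beyond control limits, cut at about 13% in these data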
ASAP1 inh: inhibitors of human ASAP1 ArfGAP activity. inhibition, % at 16.5 µM. Q9ULH1. ASAP1-stimulated ARF1 GTP hydrolysis, GDP FP detection. actives 0.19% (n = 360,000); in the data active = inhibition above about 25%;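 also: 0% = vehicle with enzyme and substrate and 100% = no enzyme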
Tn6 DDE FP: disrupts Tn6 cyclic peptide binding to fibrin D-Dimer-E complex. P02675. Fibrin DD(E) TRITC-Tn6 fluorescence polarization displacement. inhibition, % at 8.3 µM. actives 0.21% (n = 370,000);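 active = inhibition above a per-campaign cutoff: mean of compounds within control limits plus 3 SD, cut at about 15% in these data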;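 also: 0% = median of all compound wells on the plate and 100% = blocking peptide control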
UHRF1 binding: UHRF1 methyl-DNA binding inhibition; actives 0.75% (n = 370,000); Q96T88; UHRF1 binding to methylated oligo, TR-FRET; inhibition, % at 4.4 µM; in the data active = inhibition above about 21%;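 also: UHRF1 SRA domain binding a hemimethylated CpG hairpin DNA probe; 0% = median of test compound wells and 100% = reference inhibitor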
Target sequence (Q96T88 whole entry, looked up, the tested form may be a part): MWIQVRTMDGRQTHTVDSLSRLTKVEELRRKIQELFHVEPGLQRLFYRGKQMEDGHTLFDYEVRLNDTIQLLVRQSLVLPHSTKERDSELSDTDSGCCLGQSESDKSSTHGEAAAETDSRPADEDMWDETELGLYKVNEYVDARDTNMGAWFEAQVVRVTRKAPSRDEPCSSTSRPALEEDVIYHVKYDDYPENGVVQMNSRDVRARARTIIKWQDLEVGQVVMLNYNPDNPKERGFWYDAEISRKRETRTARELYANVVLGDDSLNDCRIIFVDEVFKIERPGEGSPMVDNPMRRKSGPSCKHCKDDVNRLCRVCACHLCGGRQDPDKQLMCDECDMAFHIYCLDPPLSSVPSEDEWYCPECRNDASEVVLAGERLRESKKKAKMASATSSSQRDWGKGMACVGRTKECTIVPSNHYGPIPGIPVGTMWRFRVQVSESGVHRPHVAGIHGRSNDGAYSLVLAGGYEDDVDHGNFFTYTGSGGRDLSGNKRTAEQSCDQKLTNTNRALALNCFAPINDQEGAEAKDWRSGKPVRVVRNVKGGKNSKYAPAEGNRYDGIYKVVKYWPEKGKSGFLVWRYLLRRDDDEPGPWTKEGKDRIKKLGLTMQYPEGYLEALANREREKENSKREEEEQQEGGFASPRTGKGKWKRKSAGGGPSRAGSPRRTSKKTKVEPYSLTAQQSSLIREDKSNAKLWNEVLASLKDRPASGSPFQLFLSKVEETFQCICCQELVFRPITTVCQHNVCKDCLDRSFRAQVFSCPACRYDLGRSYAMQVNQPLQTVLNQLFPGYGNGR
HGIII-sPLA2 inh: Blocks human group III sPLA2 activity; AID 743126; inhibition, % at 12.2 µM; actives 0.56% (n = 370,000); QFRET BODIPY PC-A2 liposome hydrolysis, fluorescence; Q9NZ20;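 active = inhibition above mean plus 3 SD of compounds lying within the high and low control bounds, cut at about 19% in these data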;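 also: 0% = median of test compound wells and 100% = no enzyme DMSO wells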
Active calls of the source: *; i = inactive; / = not tested or not shown.

SMILES	NR1D1 modulator	ARFGAP1 inhibitor	PLC-gamma1 inh	Tn7 DDE FP	PLC-beta3 inh	proKLK7 act	ASAP1 inh	Tn6 DDE FP	UHRF1 binding	HGIII-sPLA2 inh
O=C(O)C1[C@H]2C(=O)N(C3CCCC3)C[C@]23C=C[C@H]1O3 (stereo not given in full)	-2.6	1.0	-3.8	5.2	3.6	0.6	-8.0	-1.4	0.6	7.0
CCOC1=C2[C@@H](CN(S(=O)(=O)c3ccc(C)cc3)[C@H]2c2cccc3ccccc23)[C@H]2C(=O)N(c3ccccc3)C(=O)[C@H]2C1	-2.8	16.3	0.1	-4.3	-0.5	0.6	2.2	-6.4	1.0	-40.1
Cc1ccccc1OCC(=O)Nc1sc2c(c1C#N)CCC2	1.1	0.9	-1.0	4.2	0.8	-0.2	4.0	-0.5	4.0	6.5
Cc1ccccc1OCC(=O)NC(=S)Nc1ccc(S(=O)(=O)NC2CCCCC2)cc1	-0.9	8.9	2.2	2.6	0.0	0.5	15.7	-5.5	0.2	-1.7
Cc1ccccc1C(=O)OC1OC(=O)C(Cl)=C1Nc1ccc(C(=O)O)cc1 (stereo not given)	2.8	-11.9	-1.5	-2.0	-1.4	0.2	6.9	4.5	0.9	1.4
O=C(NCc1ccncc1)[C@@H]1CCCN1C(=O)[C@@H]1CCCN1C(=O)c1c(F)cccc1F	0.0	6.6	4.3	-2.8	10.3	0.2	-7.0	-6.9	2.1	7.9
Cc1ccc(C(=O)COC(=O)c2ccc(Br)o2)cc1C	0.4	3.6	-0.3	-8.0	-2.8	0.1	14.2	-10.3	1.2	-2.2
CN1CCN(c2ccc([N+](=O)[O-])c(-n3nc(-c4ccccc4)c4ccccc4c3=O)c2)CC1	-0.5	1.3	9.6*	1.1	9.1	-0.3	-2.8	-8.9	6.0	-19.8
COC(=O)c1ccc(CN2C(=O)NC3(CCCc4ccccc43)C2=O)o1 (stereo not given)	4.7	4.1	3.4	-3.0	3.2	0.2	-4.8	-4.5	-0.3	4.3
CCOc1cc(/C=N/Nc2ccc(S(=O)(=O)Nc3ccccc3C(=O)O)cc2[N+](=O)[O-])cc(Cl)c1O	-2.2	-11.2	1.6	-3.8	3.4	0.6	9.4	-5.8	-0.6	-24.5
CCOC(=O)C1=C(C)NC(=O)NC1c1cccc(OC)c1OCc1ccccc1Cl (stereo not given)	0.9	8.5	1.7	-5.0	1.9	0.5	12.2	-1.1	2.1	4.6
Cc1cccc2sc(NC(=O)CCn3cccc3)nc12	-6.5	9.6	-2.8	2.2	-7.9	0.5	1.6	-6.8	-1.9	-25.7
O=C(c1cccc(C(=O)N2CCN(Cc3ccccc3)CC2)c1)N1CCN(Cc2ccccc2)CC1	-2.6	6.8	1.3	-10.9	-0.6	0.9	3.7	-9.1	-4.6	-6.5
CN(CC(=O)Nc1cccc(S(=O)(=O)NC2=NCCC2)c1)Cc1ccccc1Cl	-5.7	0.4	-0.4	-0.3	-3.5	-0.7	7.6	3.0	2.7	-0.9
CN=C1S/C(=C\c2ccc(Cl)cc2)C(=O)N1C	-1.1	-2.6	0.6	1.7	-4.2	0.1	-18.1	2.1	-0.1	4.8
CNc1nc(Oc2cccc(NC(C)=O)c2)c2sccc2n1	6.5	3.7	-8.3	0.8	-9.0	1.7	-3.7	-8.5	1.0	12.2
COc1ccc(OCc2nnc3n2N=C(c2ccc(OC)cc2)CS3)cc1	-6.2	-0.5	3.0	-5.6	6.8	0.4	19.2	-5.7	-2.5	-25.1
Cc1ccccc1OCCSc1nnc(C)n1-c1ccccc1	2.6	11.4	1.2	-9.1	-0.3	-0.4	8.3	2.8	-2.1	-6.6
CCCCNc1ccc2c(c1)OC[C@@H](CC(C)C)NS2(=O)=O	-9.5	3.7	-3.5	-3.9	1.4	0.0	1.1	2.1	7.1	0.4
CC1C(=O)OC(c2ccc(Cl)cc2)C(C)(C)C1=O (stereo not given)	-4.8	7.6	-0.7	8.3	-5.3	0.1	4.0	2.1	2.2	-26.6
CCCn1c2ccccc2c2cnn(CC(=O)NCCCN3CCN(c4ccccc4)CC3)c(=O)c21	-1.4	6.9	-1.6	4.5	-7.4	0.2	-4.1	-1.1	-1.3	-8.0
COc1ccc(-c2csc3nc(-c4ccc(C)cc4)oc(=O)c23)cc1OC	27.4*	1.4	-3.6	-2.5	-7.4	-1.0	-7.3	3.0	-0.7	0.3
COc1ccc(-c2csc(NC(=O)c3ccccc3F)c2C(=O)O)cc1	0.6	1.4	-62.3	-1.1	-84.8	0.4	-0.2	6.4	-0.6	-5.8
Cc1cccc(C)c1NC1=NC(C)(C)N=C(N)N1	-5.7	5.0	3.9	-0.8	3.3	0.1	1.1	8.6	-3.2	7.3
CC(C)c1nnc(NC(=O)C2CCN(c3cnccn3)CC2)s1	4.4	3.0	-37.9	1.9	-45.4	1.3	-4.8	6.5	-0.4	-0.9
CC(C)CN(C(=O)COC(=O)c1nc(Cl)ccc1Cl)C1CCS(=O)(=O)C1 (stereo not given)	-4.9	7.1	-2.9	1.9	-0.7	0.5	-11.7	-3.2	3.7	11.5
O=C(CSc1nn(-c2ccccc2)c(=S)s1)NC1CCS(=O)(=O)C1 (stereo not given)	-5.9	-0.3	0.3	1.7	4.2	-0.2	-4.2	0.4	-0.1	-3.5
CCN(CC)S(=O)(=O)c1cccc(-c2nnc(SCCOc3ccccc3)o2)c1	3.4	0.4	4.2	3.5	2.8	-0.8	-0.4	12.5	1.4	-32.2
COc1ccc(CNS(=O)(=O)c2cc(Br)ccc2Br)cc1	6.2	14.4	3.7	3.6	-1.4	-0.6	-8.4	-3.1	-2.8	-25.2
COc1ccc(OC)c(NC(=O)CC(Cc2ccccc2OC)C(=O)O)c1 (stereo not given)	3.0	0.7	-2.6	0.6	1.1	0.2	-6.3	-3.8	-1.0	2.8
COc1ccc(NC(=O)C(c2cc3ccccc3o2)n2c(=O)c(-c3cc4ccccc4[nH]3)nc3ccccc32)cc1 (stereo not given)	-0.7	7.0	i	0.3	i	-19.3	6.9	-2.8	-2.0	5.2
CCN(CC)S(=O)(=O)c1cc(NC(=O)CSCc2c(C)noc2C)ccc1C	6.8	-2.7	-0.2	4.4	-1.9	-0.4	2.8	6.0	1.0	-11.2
COc1cccc(NC(=O)CC2(CC(=O)O)CCCC2)c1	-0.1	3.6	4.4	-5.1	3.6	-0.5	11.8	-0.3	1.1	4.8
Cc1cccc(OC(C)C(=O)Nc2ccc(N3CCCCC3)cc2)c1 (stereo not given)	0.2	0.4	0.0	-9.7	-7.0	0.8	12.3	2.0	-1.2	11.2
CCOC(=O)c1sc2nc(C)[nH]c(=S)c2c1C	61.5*	-4.7	5.0	-0.9	1.1	-0.4	-8.0	7.2	-2.4	6.2
CC(NC(=O)/C=C/c1ccco1)c1nc2ccccc2n1Cc1ccccc1F (stereo not given)	8.4	0.4	1.9	-6.3	-9.2	-0.3	-0.3	-16.3	6.1	8.3
Cc1ccc2nc(SCC(=O)c3ccc(Cl)s3)[nH]c2c1	-5.9	-4.6	-0.8	-6.5	0.7	-0.3	18.4	-7.0	-1.3	-30.7
NC(=O)c1c(Nc2nc3c(F)cccc3s2)sc2c1CCCC2	-4.4	-6.3	-287.2	-3.5	-362.8	-3.9	1.5	-7.2	-4.0	17.6
Cc1ccc(C(=O)NC(=S)NNC(=O)c2ccccc2[N+](=O)[O-])cc1	3.0	5.1	0.9	-8.0	0.6	0.4	3.0	0.7	-2.2	0.1
COc1cccc(OC)c1C(=O)NNC(=O)c1cccc(COc2ccc3c(c2)CCC3)c1	4.8	-6.6	1.2	-0.9	-3.3	0.5	1.6	4.0	-2.9	-13.7
CC(Oc1ccc(Br)cc1)C(=O)NCCCN1CCCC1=O (stereo not given)	0.4	3.0	0.5	-2.7	0.6	0.3	5.9	-2.6	-2.5	4.4
COC(=O)[C@]12C[C@H](CC(=O)NCc3cccs3)C(=O)N(CCc3ccc(OC)c(OC)c3)C1=C[C@H](COCc1ccccc1)O[C@@H]2C	2.8	/	0.8	-2.7	3.3	0.9	/	8.1	-1.9	-9.5
COc1ccc(N2C(=O)CSC2c2cccc(OC)c2OC)cc1 (stereo not given)	-0.8	9.2	-1.7	13.9*	-0.2	0.5	13.7	-4.4	-1.7	7.9
CC1=Nc2ccccc2/C1=C\c1nc(-c2ccc(C(F)(F)F)cc2)oc1O	20.0	0.8	-85.6	-3.9	-134.1	-0.2	11.8	1.5	-0.4	-4.9
N#Cc1cc2c(nc1SCc1cccnc1)CCCCC2	2.4	11.9	2.6	1.1	-1.6	-0.2	3.1	-0.4	-1.3	-5.4
CC1=C(C#N)C(c2cccnc2)C2=C(CC(c3ccc(Cl)cc3)CC2=O)N1 (stereo not given)	6.6	-0.3	i	6.9	i	13.1*	10.5	1.5	0.1	-9.8
COc1cccc(CN2CCC(n3nccc3NC(=O)CCCc3ccccc3)CC2)c1	-4.2	12.6	2.3	2.2	-7.3	0.9	14.3	-1.3	-1.3	-8.6
C/C(Cn1cnc([N+](=O)[O-])n1)=N\NC(=O)c1ccccc1O	-5.8	7.1	-21.9	-5.4	-21.2	0.3	-0.9	2.3	1.1	-4.8
COc1ccc(S(=O)(=O)Nc2ccccc2C(=O)NCc2ccco2)cc1Br	3.5	5.2	-15.2	3.7	-26.0	-1.1	-0.6	12.4	-2.9	-33.2
Cc1cccc(NC(=O)CSc2nnc(-c3cnccn3)n2Cc2ccco2)c1	0.1	-9.4	2.9	-5.2	1.7	0.6	-20.1	-3.4	0.1	-6.6
CC(C)=CCN1CCN(Cc2nc(C(C)C)cs2)CC1CCO (stereo not given)	-0.7	5.5	-1.3	4.8	2.4	0.2	6.3	3.0	1.6	-5.6
CCCC1CCC2(CC1)CCC2OC(=O)Nc1ccccc1C (stereo not given)	9.2	/	0.5	-1.1	-4.7	/	/	0.6	8.3	5.8

Ordered by length of the SMILES (ascending): 4 of the compounds above
SMILES	NR1D1 modulator	ARFGAP1 inhibitor	PLC-gamma1 inh	Tn7 DDE FP	PLC-beta3 inh	proKLK7 act	ASAP1 inh	Tn6 DDE FP	UHRF1 binding	HGIII-sPLA2 inh
CCOC(=O)c1sc2nc(C)[nH]c(=S)c2c1C	61.5*	-4.7	5.0	-0.9	1.1	-0.4	-8.0	7.2	-2.4	6.2
CCCC1CCC2(CC1)CCC2OC(=O)Nc1ccccc1C (stereo not given)	9.2	/	0.5	-1.1	-4.7	/	/	0.6	8.3	5.8
C/C(Cn1cnc([N+](=O)[O-])n1)=N\NC(=O)c1ccccc1O	-5.8	7.1	-21.9	-5.4	-21.2	0.3	-0.9	2.3	1.1	-4.8
CCN(CC)S(=O)(=O)c1cccc(-c2nnc(SCCOc3ccccc3)o2)c1	3.4	0.4	4.2	3.5	2.8	-0.8	-0.4	12.5	1.4	-32.2
